Assay outcomes from PubChem.
HTR5A inv ag: HTR5A inverse agonism, opioid heterodimer counter-screen | P47898 | AID 504634 | HTR5A cell line, luminescence | 340,000 tested, 0.083% active | inhibition, % at 9.3 µM; in the data active = inhibition mostly above about 23%, no sharp cut-off; inactive = mostly below about 18%;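 note: 0% = cells with DMSO and 100% = no-cell wells with DMSO; some compounds called inactive have numbers as strong as hits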
Mot1-301 SUMO: blocks SUMOylation pathway, rescuing yeast Mot1-301 growth; S. cerevisiae Mot1-301 growth rescue, ATP luminescence, 38.5C; percent above DMSO median, 100 means doubled; growth rescue, % at 18.8 µM; 320,000 tested, 1% active;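 active = every valid replicate shows activation above 250% relative to neutral control wells; inactive = the rest, any valid replicate at or below 250%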;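 note: OY570 slx delta 5 strain wells were the positive control but not used for scaling; some compounds called inactive have numbers as strong as hits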
OPRM1-OPRD1 inv: inverse agonist of human OPRM1-OPRD1 heterodimerization; P35372+P41143; cell-based MOR-DOR heterodimer luminescence, inverse agonism; inhibition, % at 9.3 µM; 340,000 tested, 0.21% active; AID 504357; in the data active = inhibition above about 22%, passing the limit was not always enough;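 note: 0% = cells with DMSO and 100% = wells without cells with DMSO; values of inactives mirror those of a sister screen read the other way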
Target sequence (P35372 whole entry, looked up): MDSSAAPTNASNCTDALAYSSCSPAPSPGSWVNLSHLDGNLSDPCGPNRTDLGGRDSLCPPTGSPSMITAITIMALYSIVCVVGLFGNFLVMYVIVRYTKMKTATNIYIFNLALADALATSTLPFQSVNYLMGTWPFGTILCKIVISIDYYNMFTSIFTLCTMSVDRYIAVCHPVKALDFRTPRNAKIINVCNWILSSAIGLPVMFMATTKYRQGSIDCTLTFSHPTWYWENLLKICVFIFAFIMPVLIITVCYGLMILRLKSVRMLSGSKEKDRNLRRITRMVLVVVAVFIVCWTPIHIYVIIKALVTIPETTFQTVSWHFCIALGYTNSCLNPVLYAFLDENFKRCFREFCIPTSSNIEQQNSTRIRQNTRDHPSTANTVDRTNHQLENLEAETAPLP
Target sequence (P41143 whole entry, looked up): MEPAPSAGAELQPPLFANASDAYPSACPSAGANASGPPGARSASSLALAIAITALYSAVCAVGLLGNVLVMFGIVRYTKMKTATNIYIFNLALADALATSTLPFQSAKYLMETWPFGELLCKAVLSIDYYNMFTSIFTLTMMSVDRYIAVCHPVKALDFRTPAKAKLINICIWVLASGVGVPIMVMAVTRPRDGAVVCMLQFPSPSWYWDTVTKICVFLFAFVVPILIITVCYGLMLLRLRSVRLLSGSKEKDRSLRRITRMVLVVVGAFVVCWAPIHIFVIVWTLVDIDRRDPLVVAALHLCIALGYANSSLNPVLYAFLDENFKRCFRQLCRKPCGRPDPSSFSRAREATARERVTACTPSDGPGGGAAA
E coli growth: reduces bacterial viability in AddAB counter-screen; inhibition, % at 11.9 µM; 330,000 tested, 0.27% active; AID 449728; E. coli V3065 growth, OD600 absorbance, 18 h;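 active = inhibition above the campaign's mean inhibition across all tested compounds plus 3 SD, cut at about 9.9% in these data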;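 note: uninfected addAB+ strain grown without phage in ampicillin broth; 0% = DMSO wells and 100% = ciprofloxacin 0.95 µg/ml wells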
PfHsp90 yeast 2: inhibits growth of yeast expressing Plasmodium falciparum Hsp90. S. cerevisiae expressing PfHsp90, BacTiter-Glo ATP, 48 h; yeast lacking PDR1 and PDR3 efflux regulators. inhibition, % at 9.4 µM. 310,000 tested, 0.32% active;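 active = every replicate shows inhibition above about 80%, whatever the replicate mean, limit read from the data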;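 note: 0% = DMSO neutral controls and 100% = 20 µM radicicol positive controls; yeast relying on Plasmodium falciparum Hsp90 in place of its own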
Tat transport: blocks Tat-dependent protein export in E. coli; E. coli MC4100 TorA-mCherry Tat export, fluorescence; inhibition, % at 10 µM; 340,000 tested, 0.036% active; AID 488895;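 active = mean replicate inhibition at least 50% and at least half of replicates individually reaching 50%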;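 note: exported cargo escapes ClpAP degradation while cytoplasmic cargo is degraded and loses fluorescence; 0% = median of neutral control wells and 100% = median of NaSCN control wells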
OPRM1-OPRD1 ag: OPRM1-OPRD1 heterodimerization agonism. cells, luminescence. activation, % at 9.3 µM. 340,000 tested, 0.3% active; in the data active = activation above about 18%;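 note: 0% = vehicle-treated cells and 100% = reference agonist; values of inactives mirror those of a sister screen read the other way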
PKA-R2B activ: PKA-R2B complex activation; P22694+P31323; PKA-R2B holoenzyme dissociation, Cy5-IP20 fluorescence polarization; R2B truncated from residue 108, S112A mutant; 0% DMSO only, 100% 113 µM cGMP; activation, % at 11.4 µM; 340,000 tested, 0.079% active;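 active = activation above a cutoff set at the mean over all compounds plus 3 SD, cut at about 18% in these data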;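 note: higher means more holoenzyme dissociation and a rise in polarization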
phage Ecoli inh: E. coli growth loss with phage present; 360,000 tested, 0.26% active; growth absorbance; inhibition, % at 11.9 µM; in the data active = inhibition above about 11%
PKA-R1A activ: PKA-R1A complex activation; P00514+P68181; PKA-R1A dissociation, Cy5-IP20 fluorescence polarization; scaled: DMSO 0%, 113 µM cGMP 100%; activation, % at 11.4 µM; 340,000 tested, 0.083% active; AID 504707;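 active = percent activation above the mean of all tested compounds plus 3 SD, cut at about 19% in these data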;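 note: higher means more PKAc released from R1A so a rise in polarization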
AddAB inh: less growth of phage-infected E. coli with AddAB | inhibition, % at 11.9 µM | 330,000 tested, 0.29% active | E. coli expressing H. pylori AddAB, absorbance growth | AID 435030; in the data active = inhibition above about 12%;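 note: 0% = vehicle wells of infected cells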
* = called active by the depositor; nt = not tested or not shown; & = joins results of further samples.

compound,HTR5A inv ag,Mot1-301 SUMO,OPRM1-OPRD1 inv,E coli growth,PfHsp90 yeast 2,Tat transport,OPRM1-OPRD1 ag,PKA-R2B activ,phage Ecoli inh,PKA-R1A activ,AddAB inh
Cc1cc(CCN2CCC(=O)NC2=S)ccc1OC(C)C,-9.2,-3.6,0.7,0.1,3.3,-2.1,-0.1,-7.7,3.8,-0.4,-1.0
COc1cccc(C2NC(CCSC)(C(=O)O)C3C(=O)N(C(C)C)C(=O)C23)c1O (stereo unspecified),4.8,-1.4,0.7,1.3,-3.0,2.0,-0.1,2.3,3.0,-3.7,2.6
O=c1c2c(-c3ccccc3)csc2nc2n1CCC2,-5.4,15.4,4.1,-1.9,0.5,17.8,-0.7,-5.9,1.0,-14.2,2.5
O=c1[nH]nc(-c2ccc(F)cc2)cc1Cc1ccccc1,-0.9,-29.0,2.9,1.0,-9.0,7.5,-0.6,-4.5,-0.5,10.2,4.5
O=C(CSc1nnc2ccccn12)NNC(=O)c1cccc([N+](=O)[O-])c1,14.8,-7.3,8.7,1.1,-17.0,-1.4,-2.2,3.4,2.2,0.5,0.7
COc1ccccc1C(=O)Nc1cc2cc(Br)ccc2oc1=O,-9.4,16.5,15.3,1.6,-23.7,-2.9,-2.9,-3.9,1.8,-7.8,1.7
CSc1nnc(C2CCN(CC(=O)Nc3ccccc3N3CCOCC3)CC2)n1C(C)C,-10.3,14.2,12.6,1.6,-1.9,-9.9,-2.4,0.9,0.6,-5.0,2.7
COCCN1CCN(C(=O)c2ccc3oc(CCCc4ccccc4)nc3c2)CC1,-25.7,-5.4,13.4,0.0,-5.5,3.3,-2.4,-7.2,1.0,-2.1,1.8
O=C(c1cccc(F)c1)N1CCN(C(=O)C2CC2)CC1,15.3,36.1,6.5,0.6,-35.9,-2.4,-1.2,-10.7,2.2,-8.5,-3.0
Cc1ccc(NC(=O)C2C3C=CC4(O3)C2C(=O)N(CCCN2CCCCC2)C4C(=O)NC2CCCCC2)cc1C (stereo unspecified),-22.3,-1.4,-24.9,-4.7,3.9,1.7,3.1,5.4,1.4,-3.6,2.9
C=CCOC(=O)C1=C[C@H](c2coc3ccccc3c2=O)C[C@H](OCCCCO)O1,-8.7,14.5,17.5,-0.5,1.3,-6.1,-3.8,-4.6,0.0,-1.3,2.1
COc1ccc(Cl)cc1-c1nc(-c2ccc(Br)o2)no1,-7.8,8.1,0.5,0.8,7.6,-8.2,-0.1,8.3,4.3,6.7,-1.8
COc1c2c(cc3oc(CO[C@@H]4O[C@H](CO)[C@@H](O)[C@H](O)[C@H]4O)cc(=O)c13)O[C@H](C(C)(C)O)C2,-0.9,-3.3,1.5,0.7,-0.4,-2.0,-0.3,-4.1,1.6,-7.2,5.3
Cc1ccc(-c2nnc(COC(=O)c3ccco3)o2)cc1,-5.2,11.9,-4.3,-2.6,5.1,0.1,1.1,-8.8,2.5,5.2,0.9
CC(NC(=O)C1CCC(C(C)(C)C)CC1)C(c1ccccc1)N1CCOCC1 (stereo unspecified),-4.8,259.0,-35.4,-0.3,16.6,4.7,5.0,-22.0,6.9,-5.7,2.7
C=CCn1c(SCC(=O)Nc2sccc2C(N)=O)nc2sc(C)c(C)c2c1=O,-45.9,-8.7,5.8,-0.7,3.6,7.5,-1.0,-19.6,0.5,-3.3,0.3
COc1ccc(OCc2n[nH]c(=S)n2-c2ccc(C)cc2)cc1,11.6,6.9,-6.1,-0.9,-9.3,2.7,0.8,0.4,2.6,3.3,0.3
CCOC(=O)c1c(-c2ccccc2)cn2c(C)cc(C)nc12,-6.5,0.5,12.5,-2.6,16.6,-13.2,-2.5,-3.2,4.2,3.3,-0.4
O=C(OC(C(=O)NCc1ccccc1)c1ccccc1)c1ccco1 (stereo unspecified),-2.7,-1.6,11.8,-0.8,-2.7,-0.9,-2.1,7.7,2.0,5.7,1.8
CCOc1nc(SCCOc2ccc(Cl)cc2Cl)nc(N(C)C)n1,-14.5,2.0,-13.5,1.2,-11.5,10.9,2.5,6.2,3.1,-10.9,1.9

Remaining list, next part.
compound,HTR5A inv ag,Mot1-301 SUMO,OPRM1-OPRD1 inv,E coli growth,PfHsp90 yeast 2,Tat transport,OPRM1-OPRD1 ag,PKA-R2B activ,phage Ecoli inh,PKA-R1A activ,AddAB inh
CCC(C)(C)n1nnnc1C(C(C)C)N1CCN(C(=O)c2ccco2)CC1 (stereo unspecified),-26.8,0.2,12.7,-1.3,-4.6,0.9,-2.0,-0.1,-1.2,-6.9,0.7
O=C1C2C(c3cccc(/C=C/c4ccccc4)c3)CC=CC2C(c2ccc(C(F)(F)F)cc2)N1Cc1ccccc1 (stereo unspecified),-6.4,254.1,12.0,1.5,-8.0,-7.6,-2.1,-6.4,0.7,-10.4,0.9
COc1ccc(NC2CCCN(C(=O)c3ccc(C)nc3)C2)cc1 (stereo unspecified),1.8,17.4,8.7,0.3,-41.9,-7.0,-1.7,1.4,1.8,5.6,1.8
Cc1nc2ccc(NC(=O)c3ccc([N+](=O)[O-])cc3)cc2s1,-1.1,90.9,-33.1,0.2,-2.9,-4.5,5.8,-8.0,3.4,-4.7,4.8
O=C(O)C1CCCCC1C(=O)NCCCN1CCCC1=O (stereo unspecified),0.0,-20.9,11.1,1.9,-5.2,13.3,-2.4,-12.1,4.1,-19.0,1.5
CN1CCS/C1=C/C=C1\SC(=S)N(CC(=O)O)C1=O,14.8,1.2,29.0,-2.3,9.2,-3.9,-5.9,10.6,1.9,-4.5,1.8
Cc1ccc(S(=O)(=O)N2CCCCC2)cc1C(=O)NCc1ccncc1,10.9,6.4,-3.3,-3.0,0.4,-5.6,0.5,-7.8,-0.6,-4.0,1.7
CCOc1cc(C(=O)N/N=C(\C)Cc2ccc(OC)cc2)cc(OCC)c1OCC,-10.5,nt,-1.0,-0.1,13.5,16.7,0.2,-9.4,1.7,10.0,1.6
Cc1cccc(NC(=O)Cn2nc(-c3ccco3)ccc2=O)c1C,-6.9,162.2,-9.8,-3.0,-12.3,9.2,1.2,-3.8,1.0,-2.8,3.1
C=CCOc1ccc(CN(C)C(=O)C2CCCO2)cc1 (stereo unspecified),-43.1,10.2,-9.4,-13.6,9.4,12.5,1.3,3.6,0.6,4.3,-0.5
Cc1c(NC(=O)COC(=O)C(c2ccc(Cl)cc2)C(C)C)c(=O)n(-c2ccccc2)n1C (stereo unspecified),1.0,-10.5,-1.5,-2.1,-20.2,2.9,0.2,-8.8,4.9,-0.2,-1.6
O=C(NC(=S)NCc1cccnc1)c1ccccc1F,-11.8,8.1,16.0,0.4,-20.3,-4.6,-3.0,-14.5,2.5,-1.8,2.3
CC(=O)c1c(C)[nH]c(C(=O)OCC(=O)NCCc2ccc(Cl)cc2)c1C,-5.0,-13.2,6.4,-1.6,nt,-3.1,-1.3,3.5,0.1,-5.3,2.2
CCNC(=O)/C(C#N)=C/c1c(N2CCN(C)CC2)nc2c(C)cccn2c1=O,0.0,10.4,10.0,-0.7,-19.4,-2.2,-2.2,-1.6,0.4,-0.3,-2.5
COc1cc(/C=C2\SC(=S)N(CC(=O)Nc3cccnc3)C2=O)cc(OC)c1OC,8.0,-9.6,-10.8,-1.8,0.5,4.9,2.2,-10.1,2.5,-1.5,-2.2
Nc1ccc(S(=O)(=O)NNC(=O)C(=O)NNc2ccccn2)cc1,-1.7,-10.5,0.5,-1.4,3.0,3.3,-0.1,-7.3,0.5,1.9,3.0
C/C(=N/NC(=O)c1ccc2c(c1)OCCO2)c1ccc([N+](=O)[O-])cc1,-27.9,3.2,15.2,1.6,-7.0,4.1,-3.0,-4.9,0.2,-2.9,-0.2
CC(=O)Nc1ccc(S(=O)(=O)N(C)CC(=O)OC(C)C(=O)NC2CCCCC2)cc1 (stereo unspecified),0.8,1.0,7.6,1.8,nt,-6.8,-1.5,8.8,0.4,-3.0,1.8
Cc1cccc(NC(=O)c2sc3nc(-c4ccccc4)cn3c2C)n1,9.0,10.6,-1.2,4.2,-6.6,-5.5,0.2,8.0,1.4,7.6,2.2
COc1cccc(CNc2nc(-c3cccnc3)nc3ccccc23)c1,-4.2,73.0,-3.5,1.3,5.9,10.7,0.8,-7.3,0.0,-4.4,3.2

Remaining list, next part.
compound,HTR5A inv ag,Mot1-301 SUMO,OPRM1-OPRD1 inv,E coli growth,PfHsp90 yeast 2,Tat transport,OPRM1-OPRD1 ag,PKA-R2B activ,phage Ecoli inh,PKA-R1A activ,AddAB inh
CCCCn1c(SCC(=O)NCc2ccc(OC)c(C(=O)O)c2)nc2cc(S(N)(=O)=O)ccc21,8.4,37.2,8.3,0.2,16.8,6.7,-1.6,-10.3,-0.5,-3.8,3.4
O=C(COC(=O)c1cc(C(F)(F)F)cc(C(F)(F)F)c1)NCc1ccc(Cl)cc1,5.5,-7.6,0.6,-1.2,-11.9,5.7,-0.1,1.6,4.0,9.4,-2.7
CCCCNC(=S)NCc1ccc2[nH]c3c(c2c1)CCCC3,-21.0,5.3,-19.8,0.6,16.6,2.2,3.4,3.0,2.4,-6.8,0.8
O=C(Nc1cccc(-c2nc3ncccc3o2)c1)c1ccccc1,0.4,6.7,7.5,1.4,-12.1,-5.4,-1.5,-17.8,1.8,-2.3,3.6
Cc1ccc(C(=O)N(CC(=O)NC2CCCCC2)c2ccccc2C)s1,9.5,-2.6,9.3,-1.7,10.7,2.0,-1.6,-8.7,1.1,-6.8,-2.8
CCCCNc1c(-c2ccc(OC)c(SC(C)CC)c2)nc2ccc(C)cn12 (stereo unspecified),-14.4,23.1,-76.8,0.3,-6.6,16.0,14.0,-4.3,1.6&1.3,-3.0,2.5
